MBNL1-CUG inh: inhibitors of human MBNL1 binding to CUG repeat RNA. 280,000 compounds, 0.036% hits. Potency, µM (doses to about 57.5 µM), for the others: at the highest dose activity change, negative = inhibition, usual class: inhibitors. TR-FRET MBNL1-His/biotin-(CUG)12 binding, 665/545 ratio. Q9NR56; active = well fitted inhibition curve with a large enough effect in the signal ratio, with a control signal flat, not every such curve was filed as active; inconclusive = small, poorly fitted or top-dose-only effect, or effect the other way, or a change in a side signal; inactive = no such curve, though single readings can be large or run the other way; the % refers to the signal ratio; note: % is set by controls: 0 for no effect and ±100 for the full control effect
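Inhibition of protein-RNA binding appears as loss of TR-FRET between terbium anti-His antibody on MBNL1-His and streptavidin-XL665 on biotin-(CUG)12. Activity is normalized to buffer-only and uninhibited-complex controls.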
uPA surface inh: blocks generation of uPA at the cell surface. cell surface uPA generation assay, qHTS. Potency, µM (top dose mostly 38.3 µM), inactives show at the top dose activity change, negative = inhibition, usual class: inhibitors. 330,000 compounds, 0.31% hits; active = well fitted inhibition curve with a large enough effect; inconclusive = small, poorly fitted or top-dose-only effect; inactive = no such curve, though single readings can be large or run the other way; tested in mouse RAW 264.7 cells; note: % is set by controls: 0 for no effect and ±100 for the full control effect; nearly all actives have a fitted effect of over 55% in size
FLuc modulator: counter-screen for miR-21 project: firefly luciferase inhibitors or activators | P08659 | purified FLuc, Km substrates, luminescence inhibition | Potency, µM (series often up to 57.5 µM), for inactives: at the highest dose activity change, negative = inhibition, most hits filed as inhibitors | 360,000 compounds, 6.9% hits | AID 588342;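 note: plate controls were vehicle for no effect and reference inhibitor for full effect; nearly all actives have a fitted effect of over 55% in size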
Target sequence (P08659 whole entry, looked up): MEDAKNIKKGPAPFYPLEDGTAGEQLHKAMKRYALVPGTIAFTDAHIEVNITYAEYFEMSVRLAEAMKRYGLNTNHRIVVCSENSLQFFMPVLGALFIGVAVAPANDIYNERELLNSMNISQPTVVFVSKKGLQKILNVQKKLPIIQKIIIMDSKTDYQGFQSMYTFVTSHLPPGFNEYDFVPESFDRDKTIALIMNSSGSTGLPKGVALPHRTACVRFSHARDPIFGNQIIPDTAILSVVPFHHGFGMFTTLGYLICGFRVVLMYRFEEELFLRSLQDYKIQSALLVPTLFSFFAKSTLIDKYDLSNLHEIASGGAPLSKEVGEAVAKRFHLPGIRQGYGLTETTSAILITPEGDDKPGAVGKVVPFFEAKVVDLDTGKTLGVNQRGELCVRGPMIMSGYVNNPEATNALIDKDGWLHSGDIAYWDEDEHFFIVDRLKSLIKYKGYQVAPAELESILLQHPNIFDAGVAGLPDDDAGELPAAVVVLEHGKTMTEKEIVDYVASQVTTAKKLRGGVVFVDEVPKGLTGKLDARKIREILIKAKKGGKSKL
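Purified P. pyralis luciferase (10nM final) with 10uM D-luciferin and 10uM ATP (Km levels) in 50mM Tris acetate pH 7.5, 10mM Mg acetate, 0.01% Tween-20, 0.05% BSA; qHTS 6-point titration, ~60 µM downward; luminescence read.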
Rab9 prom act: Rab9 promoter activation; Huh7 Rab9 promoter-luciferase reporter, luminescence, 24 h; Potency, µM (series often up to 9.22 µM), for inactives: at the highest dose activation, negative = inhibition, hits mostly activators; 320,000 compounds, 2.8% hits; AID 485297; note: % of control where 0% means no effect; nearly all actives have a fitted effect of over 60% in size
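Quantitative HTS format; Huh7 Rab9-luciferase reporter cells (1500/well) receive compound 2 h post-plating, incubate 24 h at 37 °C, then get luciferase reagent for 10 min before luminescence reading.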
ELG1 genotox: genotoxicity induction in ELG1-luciferase HEK293T cells; AID 504466; 330,000 compounds, 1.3% hits; HEK293T ELG1-luciferase reporter, luminescence, 16 h; Potency, µM (top dose mostly 46 µM), for inactives: at the highest dose activity change, positive = activation, usual class: activators; note: % of control where 0% means no effect; nearly all actives have a fitted effect of over 60% in size
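Step 1: seed 2,000 HEK293T ELG1-luciferase cells per well. Step 2: add compound or DMSO, incubate 16 hr at 37 °C. Step 3: ONE-Glo, 30 min at room temperature, read luminescence.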
RORgamma inh: blocks mouse ROR gamma transcriptional activity; P51450; Drosophila S2 Gal4-RORgamma UAS-luciferase reporter, 20 h; Potency, µM (titrated, usually from 53.6 µM), for the others: top-dose activity change, negative = inhibition, actives largely listed as inhibitors; 310,000 compounds, 5.4% hits; AID 2551; note: % is set by controls: 0 for no effect and ±100 for the full control effect; nearly all actives have a fitted effect of over 60% in size
Target sequence (P51450 whole entry, looked up, the tested form may be a part): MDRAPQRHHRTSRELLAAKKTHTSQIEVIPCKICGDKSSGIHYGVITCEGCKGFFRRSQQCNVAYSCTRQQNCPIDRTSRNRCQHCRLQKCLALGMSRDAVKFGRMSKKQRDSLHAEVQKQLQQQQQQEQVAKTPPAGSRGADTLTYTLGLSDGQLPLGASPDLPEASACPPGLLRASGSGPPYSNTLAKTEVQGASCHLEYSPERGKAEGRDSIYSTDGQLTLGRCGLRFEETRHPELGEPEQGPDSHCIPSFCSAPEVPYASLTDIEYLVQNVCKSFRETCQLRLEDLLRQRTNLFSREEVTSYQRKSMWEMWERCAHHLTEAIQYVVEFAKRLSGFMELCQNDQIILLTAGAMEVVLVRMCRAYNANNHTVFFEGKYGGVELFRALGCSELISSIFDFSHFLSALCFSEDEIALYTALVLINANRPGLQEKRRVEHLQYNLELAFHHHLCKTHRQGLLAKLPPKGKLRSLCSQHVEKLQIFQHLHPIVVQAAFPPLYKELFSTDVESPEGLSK
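ROR gamma transcriptional activity was tracked as Gal4-UAS luciferase output in stably transfected Drosophila Schneider cells, with compound added 1 hr before 700 uM copper sulfate induction and a 20 hr ambient-temperature incubation.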
BRCA1 expr up: increases BRCA1 expression; 380,000 compounds, 1.1% hits; MCF7-BRCA1-FFLuc reporter, luminescence, 48 h; response scale: scaled: vehicle 0%, 10 µM genistein 100%; AID 624202; Potency, µM (titrated, usually from 46.1 µM), inactives show at the top dose activation, actives largely listed as activators; note: nearly all actives have a fitted effect of over 80% in size; some results filed as inactive show a strong effect at the top dose
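Luminescence from a BRCA1-driven firefly luciferase in MCF7 cells was read after 48 h compound exposure at 37 C. Data normalized against DMSO and a 10microM genistein activation control, then curve-fitted across the titration.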
NPC1 prom act: activates the NPC1 promoter; Potency, µM (doses to about 9.22 µM), without a hit: top-dose activation, hits mostly activators; AID 485313; 320,000 compounds, 2.4% hits; Huh7 NPC1 promoter luciferase reporter, 24 h;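 note: % of control where 0% means no effect; nearly all actives have a fitted effect of over 60% in size; reporter is driven by a mutant NPC1 promoter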
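Huh7 reporter cells (NPC1 promoter driving luciferase) are dosed with compound for 24 h at 37 °C, 5% CO2; luciferase detection reagent is then added and luminescence measured after 10 min at ambient temperature.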
VP16 counter: counter-screen for ROR gamma inhibitors: Gal4-VP16 reporter | Potency, µM (top dose mostly 53.6 µM), without a hit: at the highest dose activity, negative = inhibition, actives largely listed as inhibitors | AID 2546 | Drosophila S2 Gal4-VP16 UAS-luciferase, luminescence, 20 h | 310,000 compounds, 3.5% hits;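 note: Gal4-VP16 expression switched on by copper sulfate through the metallothionein promoter; % is set by controls: 0 for no effect and ±100 for the full control effect; nearly all actives have a fitted effect of over 50% in size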
p53 reactivator: mutant p53 re-activation in reporter cells | H1299 p53-A138V BP100-luciferase reporter, luminescence, 24 h | Potency, µM (doses to about 92.2 µM), for inactives: at the top dose activity change, positive = activation, hits mostly activators | AID 504706 | 320,000 compounds, 0.063% hits; note: % of control where 0% means no effect; nearly all actives have a fitted effect of over 45% in size
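H1299 (p53-null), stable ts p53-A138V + BP100-Luc; 1000 cells/well, Opti-MEM/10% FBS; cpd 4 pt, 1:5; 24 h, 37 deg C, 5% CO2; detection reagent 10 min RT; luminescence.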
MLL CXXC-DNA inh: blocks binding of human MLL CXXC domain to DNA; Potency, µM (top dose mostly 115 µM), without a hit: at the top dose activity change, negative = inhibition, most hits filed as inhibitors; MLL-CXXC / FITC-HOXA9 DNA fluorescence polarization; 290,000 compounds, 0.037% hits; active = well fitted inhibition curve with a large enough effect in the polarisation, with a control signal flat, not every such curve was filed as active; inconclusive = small, poorly fitted or top-dose-only effect, or effect the other way, or a change in a side signal; inactive = no such curve, though single readings can be large or run the other way; the % refers to the polarisation
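Purified MLL-CXXC (added from a 7 uM solution) was preincubated 5 min at ambient with pinned compounds in 50 mM Tris-HCl pH 7.5, 50 mM NaCl, 1 mM DTT, 0.05% BSA. Fluorescein-labeled HOX-A9 DNA (50 nM solution) followed, 30 min, then polarization read.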
Starred values were filed as active, the others as inactive; ? = inconclusive; · = no result given; [ ] = dose if it differs, or a comment. Unless noted, calls come from the whole dose curve; as a rule, active = well fitted curve in the direction sought with a large enough effect; inconclusive = small, poorly fitted or top-dose-only effect, or another doubt; inactive = no such curve, though single readings can be large; an effect the other way counts as inactive or inconclusive. Potency is the fitted concentration of half-maximal effect.

SMILES	MBNL1-CUG inh	uPA surface inh	FLuc modulator	Rab9 prom act	ELG1 genotox	RORgamma inh	BRCA1 expr up	NPC1 prom act	VP16 counter	p53 reactivator	MLL CXXC-DNA inh
NCc1oc(-c2ccccc2)cc1C(=O)O	-1%	3%	5%	6%	6%	0%	-1%	-4%	-2%	-3%	-4%
O=C(O)CCN1C(=O)c2ccc(NC(=O)Cc3ccc(Cl)cc3)cc2C1=O	12%	4%	-18%	0%	4%	-4%	6%	1%	-7%	-2%	-1%
CN1CCC(N(C)S(=O)(=O)c2ccc(NC(=O)Cc3ccc(F)cc3)cc2)CC1	·	-15%	5%	-3%	0%	·	-5%	0%	·	9%	·
N/C(=N\OC(=O)c1cc(Cl)ccc1Cl)c1cccnc1	6%	0%	9.5µM*	?	21µM*	-2%	-31%	14%	11%	?	-11%
COc1ccccc1C(=O)NCCC(=O)NCC1COc2ccccc2O1 (stereo not drawn)	·	-1%	0%	-5%	-3%	·	1%	0%	·	-2%	·
CCOC(=O)c1ccccc1NC(=S)N1CCC(N2CCCCC2)CC1	1%	-1%	-2%	-4%	1%	-35%	-21%	-3%	-10%	3%	10%
CCc1nnc(NC(=O)c2ccc(S(=O)(=O)N(CC)CC)cc2)s1	0%	-2%	-4%	0%	8%	-39%	0%	-1%	?	6%	3%
CCc1cccc2c1NC(=O)C2(O)CC(=O)c1cccs1 (stereo not drawn)	2%	5%	-1%	-6%	0%	-1%	-13%	-1%	3%[10 µM]	-4%	13%
C[N+]1(C2CCC3CCCC2C3O)CCCCC1 (stereo not drawn)	0%	0%	-1%	-2%	-1%	1%	-1%	-3%	3%	0%	1%
O=C(N/C(=C/c1cccnc1)C(=O)N1CCOCC1)c1ccco1	-8%	-2%	0%	9%	3%	2%	-17%	-1%	5%	7%	-3%
CCC(C)N1C(=O)CCC1C(=O)NCCc1ccc(Cl)cc1 (stereo not drawn)	-3%	-2%	0%	-6%	0%	-8%	-18%	8%	-2%	-4%	-2%
O=C(COc1ccc(Cl)cc1)NNC(=O)c1ccncc1	·	3%	·	-4%	3%	·	-11%	10%	·	-8%	·
CC(=O)Nc1ccc(N(C(=O)c2ccco2)C(C(=O)NC2CCCC2)c2ccc(N(C)C)cc2)cc1 (stereo not drawn)	-6%	1%	5%	0%	-5%	10µM*	-2%	-7%	-1%	-2%	1%
O=C(Cc1ccccc1)NC(=S)Nc1ccc2oc(-c3ccccc3)nc2c1	?	·	?	?	?	7.1µM*	·	?	7.1µM*	?	6%
CC(=O)N/C(=N/c1nc(C)cc(C)n1)Nc1cc(C)cc(C)c1	-11%	1%	-1%	-3%	-7%	-31%	-51%	-1%	7%	4%	5%
Cc1cccc(OCC(=O)Nc2nnc(S(=O)(=O)N3CCCCCC3)s2)c1	3%	-3%	-9%	6%	1%	-1%	-7%	-1%	-10%	·	-27%
COc1ccc(Cl)cc1/C=N/NC(=O)c1c(-c2ccccc2)noc1C	-5%	8%	-18%	0%	-5%	?	-2%	2%	-14%	-6%	24%
CCN(CC)S(=O)(=O)c1ccc(NC(=O)COC(=O)c2cnc(C)cn2)cc1	-4%	-2%	-2%	-5%	2%	?	-14%	-10%	3%	1%	-4%
CC1CN(C(=O)CCC(=O)NCc2cccnc2)c2ccccc2O1 (stereo not drawn)	2%	-19%	11%	2%	8%	-23%	-20%	-2%	-7%	·	·
CC(C)c1ccccc1NC(=O)COC(=O)CNC(=O)c1ccc(Br)cc1	6%	6%	6%	-4%	0%	8%	9%	-4%	4%	-9%	0%
Cc1cc(NC(=O)c2ccccc2)ccc1NC(=O)c1ccccc1Cl	0%	-3%	?	10%	-4%	9%[1.91 µM]	10%	0%	-14%	·	16%
CCCCN1C(=O)C(=O)N(CC(=O)N2CCc3ccccc32)C1=O	·	2%	·	-2%	0%	·	1%	9%	·	18%	·
COc1ccc(/C=C/C(=O)Oc2ccc(/C=N\NC(=O)c3ccc(F)cc3)cc2)cc1	-9%	2%	3%	16%	3%	?	11%	6%	0%	2%	9%
CCOc1ccc2nc(SCc3ccc(C(=O)OC)o3)[nH]c2c1	-14%	-2%	?	?	?	4%	13%	16%	0%[0.365 µM]	-4%	-5%
Cc1c(Cl)cccc1NC(=O)CNc1ccccc1F	-15%	-4%	2%	-3%	-2%	-36%	-13%	1%	-3%	5%	12%
Cc1noc(C)c1C(=O)N(C)Cc1ccccc1	-8%	-3%	2%	6%	3%	-12%	0%	1%	-5%	-3%	-5%
Cc1cc(C)cc(N(CC(=O)Nc2c(C)n(C)n(-c3ccccc3)c2=O)S(C)(=O)=O)c1	-7%	0%	-2%	-1%	0%	3%	-8%	1%	-6%	-3%	0%
Cc1cccc(OCc2nc(-c3nonc3N)no2)c1C	2%	·	?	?	10µM*	-7%	?	3.2µM*	2%	?	1%
COc1cc(Nc2cc(C)nc3ncnn23)cc(OC)c1	-17%	-6%	1%	1%	23µM*	-18%	-64%	-17%	-5%	-3%	-4%
COCCCN(C(=O)CSCC(=O)Nc1cccc(C)c1)c1c(N)n(Cc2ccccc2)c(=O)[nH]c1=O	·	1%	-1%	-8%	0%	·	0%	-5%	·	2%	·
O=C(NC1CC2CCCC(C1)N2S(=O)(=O)c1ccccc1)c1ccco1 (stereo not drawn)	8%	3%	4%	3%	-2%	-8%	-2%	-10%	1%	-2%	4%
Fc1ccccc1/C=N/Nc1ncnc2nc[nH]c12	?	-26%	?	23%	21µM*	?	47%	29%	-2%	?	7%
O=C(NCCC1=CCCCC1)c1ccc2c(=O)n3c(nc2c1)CCCCC3	7%	?	-18%	4%	0%	6%	0%	13%	7%	11%	-4%
CCOc1ccc(OCC(=O)OC(C)C(=O)NC2CCCCC2C)cc1 (stereo not drawn)	·	3%	-1%	-5%	-7%	·	-4%	-1%	·	7%	·
COC(=O)CSc1nc2ccccc2n1CC(=O)N(C(C)C)C(C)C	-10%	·	1%	13%	1%	-24%	3%	-1%	2%	?	4%
N=c1c2c(n(Cc3ccc(Br)cc3)c3c1CCC3)CCCC2	3%	4µM*	1%	-39%[inhibitor]	-5%	?	-28%	-23%	?	-13%	3%
CCOc1ccccc1NC(=O)c1ccc2c(c1)C(=O)N(CC)C2=O	2%	1%	2%	5%	1%	4%	-29%	3%	6%	·	9%
O=C(c1cc(C2CC2)nn1-c1ccccc1)N1CCN(Cc2ccccc2F)CC1	·	21%	3%	-5%	-1%	·	-25%	1%	·	8%	·
C/C(=N\O)C(C)Oc1ccc(Cl)cc1 (stereo not drawn)	0%	-1%	4%	-1%	-7%	1%	-2%	6%	2%	-4%	6%
CCOCCCNS(=O)(=O)c1ccc(OC)c(Cl)c1Cl	?	1%	-3%	3%	-1%	39%	1%	2%	-13%	-5%	-4%
N#CC1=C(N)Oc2n[nH]c(-c3ccccn3)c2C1c1c(F)cccc1Cl (stereo not drawn)	6%	-6%	-11%	1%	9%	3.2µM*	-4%	7%	8.9µM*	5%	-13%
CCOc1ccc(NC(=O)CN2CCN(CC(=O)Nc3ccc(Cl)c(C(F)(F)F)c3)CC2)cc1	-4%	·	0%	-6%	-15%	3%	-63%	-5%	?	0%	25%
Cc1cc(NC(=O)CSc2nc3c(c(=O)n2-c2ccc(Br)cc2)SCC3)no1	20%	?	5%	-2%	-2%	-46%	-3%	-3%	4%	-15%	8%
CCSc1nnc(NC(=O)c2ccc(C)cc2)s1	-1%	-9%	2.7µM*	2.2µM*	1.6µM*	?	?	1.1µM*	?	?	-2%
COc1ccc(CN(C)C(=O)C(Cc2ccccc2)NC(=O)c2ccccc2)cc1F (stereo not drawn)	·	28%	2%	-4%	-13%	·	-38%	-2%	·	-10%	·
COc1ccc(NC(=O)C2CCCCN2CC(=O)OCc2ccccc2)cc1OC (stereo not drawn)	2%	8%	0%	-6%	0%	-1%	1%	-4%	-1%	2%	-6%
COCCNS(=O)(=O)c1ccc(F)c(OC)c1	6%	·	0%	-4%	0%	8%	-1%	0%	1%	-2%	-1%
O=C(Nc1nccs1)C1CC(=O)N(c2ccccc2)C1 (stereo not drawn)	1%	4%	-1%	-1%	-2%	12%	-3%	-8%	1%	-2%	8%

This is a subset, so the mix of outcomes need not match the whole.
